NRP1-CendR mod = NRP-1/CendR interaction modulation; O14786; FAM-RPARPAR peptide binding to NRP-1, fluorescence polarization; inhibition, % at 25 µM; hit rate 0.85% among 360,000; AID 602438;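 active = inhibition or corrected inhibition above about 18%, plus a signal ratio from 0.5 to 1.5, limit read from the data, passing the limit was not always enough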; also: strong numbers were not always called active
LMPTP block = blocks human LMPTP phosphatase; P24666; recombinant LMPTP-A, OMFP fluorogenic substrate, fluorescence intensity; inhibition, % at 20 µM; hit rate 0.22% among 360,000; AID 651560;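 active = compounds that cut the enzyme signal by at least half of the control window in the single-dose screen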;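 also: plate controls were DMSO wells with enzyme plus substrate for no effect and substrate without enzyme for full effect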
Target sequence (P24666 whole entry, looked up): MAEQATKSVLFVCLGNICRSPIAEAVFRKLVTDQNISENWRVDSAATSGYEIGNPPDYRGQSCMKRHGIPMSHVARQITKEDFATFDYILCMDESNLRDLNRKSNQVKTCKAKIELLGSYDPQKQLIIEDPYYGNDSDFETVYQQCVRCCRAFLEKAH
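Test system – LMPTP-A enzyme · Amount – LMPTP-A at 0.625 nM final in the reaction · Buffer or medium – Bis-Tris pH 6.0, DTT, detergent · Reagent – OMFP 400 µM · Doses – single 20 µM dose · Schedule – reaction 50 min, room temperature, dark · Detection – fluorescence intensity of OMFP turnover product · Evaluation – percent inhibition versus substrate-only and uninhibited controls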
DNMT1 block = blocks human DNA methyltransferase DNMT1 | DNMT1 molecular beacon, Hinp1I cleavage, fluorescence | inhibition (reported as % activation of signal), % at 10 µM | P26358 | hit rate 0.83% among 360,000 | AID 588458; in the data active = inhibition above about 50%
TbMetRS inhib = Trypanosoma brucei MetRS inhibition | hit rate 0.4% among 360,000 | inhibition, % at 11.9 µM | AID 624268 | purified T. brucei MetRS, ATP depletion, Kinase-Glo luminescence;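 active = inhibition above a per-plate cutoff of the control wells' mean inhibition plus 3 SD, cut at about 5.5% in these data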;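 also: 0% = DMSO wells median and 100% = median of wells with control inhibitor compound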
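Material: T. brucei methionyl-tRNA synthetase, purified; reagent: substrates ATP, L-methionine and bulk Escherichia coli tRNA; dosing: 11.9 µM single point; timing: 15 min plus 2 h at 25 °C; detection: luminescence of leftover ATP; evaluation: % inhibition; control set: DMSO-only wells as low control; replicates: singlicate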
E coli Lon inh = inhibits E. coli Lon protease | purified E. coli Lon protease, fluorescence polarization | AID 602123 | inhibition, % at 7.94 µM | hit rate 0.42% among 360,000 | P0A9M0; in the data active = inhibition above about 13%, passing the limit was not always enough;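 also: 0% = enzyme with probe and DMSO and 100% = no enzyme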
Target sequence (P0A9M0 whole entry, looked up): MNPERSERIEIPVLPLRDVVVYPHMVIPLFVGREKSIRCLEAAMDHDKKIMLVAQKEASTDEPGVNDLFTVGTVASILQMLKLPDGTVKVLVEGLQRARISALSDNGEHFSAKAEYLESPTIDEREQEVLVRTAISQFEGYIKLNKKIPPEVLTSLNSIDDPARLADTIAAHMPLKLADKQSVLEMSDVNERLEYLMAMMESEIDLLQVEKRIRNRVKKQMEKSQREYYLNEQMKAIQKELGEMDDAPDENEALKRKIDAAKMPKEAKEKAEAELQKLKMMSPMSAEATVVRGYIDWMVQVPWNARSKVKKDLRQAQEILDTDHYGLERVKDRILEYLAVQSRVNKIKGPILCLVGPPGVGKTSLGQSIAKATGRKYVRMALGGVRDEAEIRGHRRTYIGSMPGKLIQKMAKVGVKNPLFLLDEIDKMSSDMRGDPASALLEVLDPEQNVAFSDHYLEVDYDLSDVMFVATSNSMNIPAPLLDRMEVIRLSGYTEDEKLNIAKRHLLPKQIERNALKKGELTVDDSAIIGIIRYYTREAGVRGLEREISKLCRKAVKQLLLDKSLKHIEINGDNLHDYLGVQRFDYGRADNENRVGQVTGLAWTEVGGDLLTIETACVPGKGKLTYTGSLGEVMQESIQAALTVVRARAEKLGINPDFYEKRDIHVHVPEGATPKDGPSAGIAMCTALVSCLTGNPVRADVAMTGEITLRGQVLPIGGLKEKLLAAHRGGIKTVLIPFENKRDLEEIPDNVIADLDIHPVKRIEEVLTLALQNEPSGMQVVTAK
MsrA inhibitor = bovine MsrA inhibition. inhibition, % at 15.5 µM. AID 651718. purified bovine MsrA, absorbance read-out. hit rate 0.75% among 360,000; in the data active = inhibition above about 4.5%;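 also: 0% = vehicle wells with enzyme and 100% = reference inhibitor wells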
Scp1 inh = inhibitors of human Scp-1 phosphatase | hit rate 0.88% among 340,000 | AID 493091 | inhibition, % at 20 µM | Recombinant Scp1, phosphopeptide, malachite green phosphate absorbance | Q9GZU7;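 active = inhibition above about 50% at 20 µM, limit read from the data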;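 also: plate controls were DMSO wells with enzyme for no effect and wells lacking enzyme for full effect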
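System: truncated SCP-1 phosphatase (76-261aa); medium: Tris acetate buffer pH 5.5 with MgCl2 and Tween-20; incubation: 45 min room-temperature reaction, 5 min colour, 30 min stabiliser; compound: single 20 µM dose, 1% DMSO; reagent: Phosphorylated 17-residue peptide substrate; read-out: % inhibition at 20 µM; technique: colorimetric free-phosphate detection, absorbance 630 nm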
STEP block = STEP (human) phosphatase inhibition; P54829; recombinant STEP, OMFP fluorogenic substrate, fluorescence; hit rate 0.25% among 360,000; inhibition, % at 20 µM;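 active = inhibition at 20 µM, scaled per plate between control wells, above about 37%, limit read from the data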;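 also: 0% = DMSO with enzyme and substrate and 100% = substrate only without enzyme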
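Assay system: isolated STEP enzyme. Buffer or medium: pH 6.0 Bis-Tris with DTT and Tween 20. Also added: fluorogenic phosphatase substrate OMFP at 25 µM final. Dosing: 20 µM, 1% DMSO. Timing: 20 min reaction, room temperature, in the dark. Measured by: fluorescence intensity, excitation 480 nm, emission 540 nm. Evaluation: normalized % inhibition.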
SUMO1 PPI mod = alters human SUMO1 binding to SIM partners | P63165 | hit rate 0.33% among 360,000 | inhibition, % at 20 µM | SUMO1 binding to a labelled peptide, TR-FRET, 1 h; in the data active = inhibition above about 37%
Target sequence (P63165 whole entry, looked up): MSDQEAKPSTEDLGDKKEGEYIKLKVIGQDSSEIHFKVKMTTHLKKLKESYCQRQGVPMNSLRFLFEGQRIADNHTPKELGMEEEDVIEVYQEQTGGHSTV
MsrA act = activators of bovine methionine sulfoxide reductase A; AID 602163; activation, % at 10.6 µM; purified bovine MsrA, absorbance read-out; hit rate 0.3% among 360,000; in the data active = activation above about 7.5%;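 also: 0% = vehicle and 100% = reference activator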
* hit, by the source's call; . = no result given.

entry	structure	NRP1-CendR mod	LMPTP block	DNMT1 block	TbMetRS inhib	E coli Lon inh
1	CCCCCn1c(CCC(=O)Oc2ccccc2OC)nc2c1c(=O)[nH]c(=O)n2CCCC	-5	1.0	0	-0.9	0
2	CS(=O)(=O)N1CCC(C(=O)NCc2ccc(F)cc2Cl)CC1	1	-0.1	1	-0.1	-2
3	Cc1cc(C)cc(NC(=O)COC(=O)COc2cccc3c2OC(C)(C)C3)c1	4	1.8	-3	0.4	-13
4	O=C(Nc1ccc(Cl)cc1)C1C2CCC3C(CCC21)C3(Cl)Cl (centres undefined)	16	1.5	1	-0.1	10
5	CCOc1ccccc1CN1C(=O)NC(C)(c2ccccc2)C1=O (centres undefined)	0	-1.2	-1	-0.2	-1
6	c1ccc(-c2nnc(NC3=NCCC3)o2)cc1	-8	-0.6	-1	-1.0	-1
7	COc1cc(C(=O)Nc2ccc(S(=O)(=O)N3CCOCC3)cc2)c([N+](=O)[O-])cc1OC	5	0.8	1	-0.1	-6
8	COc1ccccc1N1CCN(S(=O)(=O)c2ccc3c(c2)CC(C)N3C(C)=O)CC1 (centres undefined)	4	0.1	0	-0.2	-3
9	CSc1ccc(S(=O)(=O)N2CCN(Cc3ccc4c(c3)OCO4)CC2)cc1	8	-0.5	15	0.3	-9
10	c1ccc(-c2nnsc2Sc2ccccn2)cc1	5	1.2	2	-0.5	-7
11	CC(C)Oc1ccc(OCCNC2CCCC2)cc1	-11	-1.2	-1	-0.7	-2
12	CCOC(=O)C1=CCN(S(=O)(=O)c2ccc(Cl)cc2)C1c1ccc(C)cc1 (centres undefined)	-1	3.6	1	-1.3	-3
13	Cn1c(SCc2ccc(Br)cc2)nnc1-c1ccccn1	-6	-0.2	7	-0.3	-6
14	Cc1c(-n2cc(C(=O)c3cc(Cl)ccc3O)cc(C#N)c2=O)c(=O)n(-c2ccccc2)n1C	-88	-0.8	0	0.1	-31
15	CCOC(=O)C1(Cc2cccc(OC)c2)CCN(Cc2ccon2)CC1	19	1.1	-1	-2.8	7

entry	MsrA inhibitor	Scp1 inh	STEP block	SUMO1 PPI mod	MsrA act
1	0.5	-10	-1	0	-1
2	-0.2	-3	3	17	-2
3	-0.2	-12	0	5	-2
4	-0.5	-5	3	-1	-9
5	0.1	-5	-2	1	0
6	0.4	-3	0	0	-4
7	2.0	-7	7	-17	-3
8	0.5	-7	1	-2	-1
9	0.2	3	-1	1	-1
10	5.8*	-12	0	-2	3
11	1.2	-2	1	-2	-1
12	1.0	.	6	0	-4
13	-0.6	1	0	2	0
14	.	-5	0	-7	-8
15	0.8	-14	0	-2	-3

Remaining list, next part:
entry	structure	NRP1-CendR mod	LMPTP block	DNMT1 block	TbMetRS inhib	E coli Lon inh
16	S=C(NC1CC1)NC1CCCc2ccccc21 (centres undefined)	-20	0.8	-1	-0.5	-4
17	Cc1nn(-c2ccccn2)c2nc(-c3cccs3)cc(C(=O)NCc3ccco3)c12	-18	-0.1	1	-0.6	-2
18	O=C(NCC(=O)N1CCN(c2ncccn2)CC1)c1ccccc1F	-4	0.4	2	0.2	-3
19	COc1ccc(Cc2nnc(N/N=C/c3ccc(O)cc3O)[nH]c2=O)cc1OC	-1	0.5	0	0.9	-8
20	Cc1cc(Cl)ccc1OCC(=O)NNC(=O)C1CSC2(C)CCC(=O)N12 (centres undefined)	1	-0.9	-1	-0.1	4
21	CC(=O)N1CCN(C(=O)c2ccc(Cl)c(S(=O)(=O)N3CCCC3)c2)CC1	-5	-0.3	2	-0.1	6
22	C=CCN(CC=C)C(=O)C(=O)c1ccn(-c2c(C)csc2C(=O)OC)c1	0	0.8	4	-1.6	-10
23	CSc1ccc(NS(=O)(=O)c2ccc(-n3cnnn3)cc2)cc1	16	-1.2	0	-0.4	0
24	O=C(Nc1ccc2c(c1)CCC2)C1CCN(c2ncccn2)CC1	-1	-1.7	-1	-0.2	-8
25	O=C(O)c1ccccc1C(=O)c1ccc(F)c(F)c1	-14	-2.6	3	0.3	3
26	CC[n+]1ccccc1/C=C/c1ccc(N(C)C)cc1	-144	5.5	1	-0.8	-43
27	COc1ccc(-c2coc3c(C(=O)Nc4ccc(OC)nc4)cccc23)c(C)c1	-2	4.5	-9	-0.9	-5
28	COC(=O)/C=C/c1ccc(OC(=O)OC)c(OC(=O)OC)c1	-3	-2.3	5	-0.2	1
29	C/C(Cc1ccccc1)=N\NC(=O)CNC(=O)c1cccc(Br)c1	-2	-1.4	-1	1.1	-6
30	O=S(=O)(c1cnccc1N1CCN(/N=C/c2ccc(Br)cc2)CC1)N1CCCCC1	17	5.7	-11	-1.1	-4

entry	MsrA inhibitor	Scp1 inh	STEP block	SUMO1 PPI mod	MsrA act
16	-0.2	-14	1	0	-2
17	3.4	-5	6	-1	-10
18	-0.8	-5	4	1	-1
19	3.9	-5	-6	11	-4
20	-1.4	1	-2	7	-3
21	0.5	7	-3	0	-8
22	1.4	3	-2	-4	-12
23	0.8	-5	-4	2	-4
24	1.1	3	-1	0	2
25	0.4	-4	-1	5	-5
26	1.6	8	1	-55	-5
27	0.9	.	2	3	-3
28	-0.3	-3	-2	-6	-4
29	-1.1	-1	-1	-3	-1
30	0.1	-5	5	0	-5

Remaining list, next part.
entry	structure	NRP1-CendR mod	LMPTP block	DNMT1 block	TbMetRS inhib	E coli Lon inh
31	Cc1cccc(C(=O)NNS(=O)(=O)c2ccc(F)cc2)c1	-7	-2.4	-4	-0.9	6
32	OCC[C@H]1C[C@@H](O)[C@H](O)[C@]2(Cc3ccccc3O2)O1	4	-1.1	6	-0.2	-1
33	Cc1cc(-n2c(C)cc(C(=O)CSc3nncn3C(C)C)c2C)no1	4	0.6	-2	-0.6	-9
34	NNC(=O)c1[nH]c2ccccc2c1-c1ccccc1	18	-0.7	-1	-0.4	3
35	N#CCc1nc(C(c2ccccc2)c2ccccc2)no1	-32	1.7	-24	-0.1	-54
36	Cc1c(N2C(=O)CS/C2=N\N=C\c2ccccc2O)c(=O)n(-c2ccccc2)n1C	7	1.0	2	-2.1	0
37	CC(=O)Oc1ccccc1C1C[C@]2(C)CC(=O)NC2N1C(C)=O (some centres undefined)	-6	-3.0	3	-0.9	-4
38	O=C(NCc1ccccc1)c1csc(-c2cccnc2)n1	-6	-1.7	4	-1.0	5
39	COc1ccc(C(=O)C(C)OC(=O)C2CC3CCCC(C2)C3=O)cc1 (centres undefined)	-6	-0.8	8	-0.4	2
40	CCN1CCCC1CNC(=O)c1cc2ccc(OC)cc2[nH]1 (centres undefined)	4	-0.4	-7	-0.4	-7
41	COc1cc(OC)cc(N2C(=O)CSCC2=O)c1	1	-2.3	-3	-0.7	4
42	CSCC(C)N1CCC(CCC(=O)NC2CC2)CC1 (centres undefined)	-1	-0.9	1	-0.3	4
43	C=CCN1C(=O)/C(=C2/Sc3ccc(OC)cc3N2CC)SC1=S	-24	-2.4	13	-1.4	-9
44	Cc1ccc(NC(=O)C(=O)C2C(=O)Nc3ccccc32)cc1 (centres undefined)	9	-2.1	1	-0.4	-4
45	COc1ccccc1C1/C(=C(/O)c2ccccc2)C(=O)C(=O)N1CC(C)O (centres undefined)	10	-3.1	0	-0.6	6

entry	MsrA inhibitor	Scp1 inh	STEP block	SUMO1 PPI mod	MsrA act
31	-0.1	8	-1	8	-4
32	-0.3	-11	-1	3	0
33	1.0	-4	-2	-22	-6
34	0.7	31	1	3	-1
35	0.4	-10	-2	-1	-4
36	2.3	-2	2	-2	-13
37	-0.7	-1	-3	-1	-7
38	0.3	3	3	-3	-9
39	-0.2	.	-2	2	-5
40	0.6	-4	0	-1	-2
41	0.4	-11	0	1	-1
42	-0.7	-7	3	3	-4
43	-0.1	2	-15	2	-5
44	-0.1	-14	3	-2	-1
45	1.9	11	0	-3	-2

(continued)
entry	structure	NRP1-CendR mod	LMPTP block	DNMT1 block	TbMetRS inhib	E coli Lon inh
46	Cc1ccc2sc3ccc(NC(=O)c4ccccc4Cl)cc3c(=O)c2c1	-2	3.6	-5	-0.6	2
47	CN1C2CCC1CC(NS(=O)(=O)c1cccc(C(F)(F)F)c1)C2 (centres undefined)	-1	-0.2	1	-0.3	-10
48	O=S(=O)(c1ccccc1)N1CCN(CCc2ccccc2)CC1	6	-0.7	3	-0.6	-5
49	COc1cc(CN2CCN(C(=O)c3cccc4ccccc34)CC2)cc(OC)c1O	4	-1.2	1	-0.8	0
50	CN(C)CCNc1nc(Oc2ccccc2)c2sccc2n1	-10	2.9	-4	-0.2	-14

entry	MsrA inhibitor	Scp1 inh	STEP block	SUMO1 PPI mod	MsrA act
46	-0.9	-13	0	-27	-4
47	-1.6	-2	-2	6	6
48	-0.8	-7	-1	9	-3
49	-0.4	-4	-2	-2	-1
50	0.2	.	-2	-27	-1

MsrA inhibitor: hit marks shown above
| cpd | Molecule | NRP1-CendR mod | LMPTP block | DNMT1 block | TbMetRS inhib | E coli Lon inh | MsrA inhibitor | Scp1 inh | SUMO1 PPI mod | MsrA act |
| --- | --- | --- | --- | --- | --- | --- | --- | --- | --- | --- |
| 10 | c1ccc(-c2nnsc2Sc2ccccn2)cc1 | 5 | 1.2 | 2 | -0.5 | -7 | 5.8* | -12 | -2 | 3 |

Some values from above.
`Cc1c(-n2cc(C(=O)c3cc(Cl)ccc3O)cc(C#N)c2=O)c(=O)n(-c2ccccc2)n1C` | STEP block = 0
`CN(C)CCNc1nc(Oc2ccccc2)c2sccc2n1` | TbMetRS inhib = -0.2
`c1ccc(-c2nnsc2Sc2ccccn2)cc1` | STEP block = 0

One compound at a time, as listed above:
Results for CN(C)CCNc1nc(Oc2ccccc2)c2sccc2n1 : NRP1-CendR mod: -10; LMPTP block: 2.9; DNMT1 block: -4; TbMetRS inhib: -0.2; E coli Lon inh: -14; MsrA inhibitor: 0.2; Scp1 inh: .; STEP block: -2; SUMO1 PPI mod: -27; MsrA act: -1
Results for O=S(=O)(c1ccccc1)N1CCN(CCc2ccccc2)CC1 : NRP1-CendR mod: 6; LMPTP block: -0.7; DNMT1 block: 3; TbMetRS inhib: -0.6; E coli Lon inh: -5; MsrA inhibitor: -0.8; Scp1 inh: -7; STEP block: -1; SUMO1 PPI mod: 9; MsrA act: -3
Results for Cc1ccc2sc3ccc(NC(=O)c4ccccc4Cl)cc3c(=O)c2c1 : NRP1-CendR mod: -2; LMPTP block: 3.6; DNMT1 block: -5; TbMetRS inhib: -0.6; E coli Lon inh: 2; MsrA inhibitor: -0.9; Scp1 inh: -13; STEP block: 0; SUMO1 PPI mod: -27; MsrA act: -4
